Source: PubChem
TRHR PAM = qHTS for Small Molecule Agonists and Allosteric Enhancers of Human TRH Receptor: Primary Screen for Enhancers; Thyrotropin-releasing hormone receptor (Homo sapiens), P34981; TRHR cells, fluo-8 calcium fluorescence, EC20 TRH enhancement; enhancement, % at 2 µM; actives 0.66% (n = 360,000); AID 493056, 2011; in the data active = enhancement above about 30%; also: 0% is about no effect
Target sequence (P34981 whole entry, looked up): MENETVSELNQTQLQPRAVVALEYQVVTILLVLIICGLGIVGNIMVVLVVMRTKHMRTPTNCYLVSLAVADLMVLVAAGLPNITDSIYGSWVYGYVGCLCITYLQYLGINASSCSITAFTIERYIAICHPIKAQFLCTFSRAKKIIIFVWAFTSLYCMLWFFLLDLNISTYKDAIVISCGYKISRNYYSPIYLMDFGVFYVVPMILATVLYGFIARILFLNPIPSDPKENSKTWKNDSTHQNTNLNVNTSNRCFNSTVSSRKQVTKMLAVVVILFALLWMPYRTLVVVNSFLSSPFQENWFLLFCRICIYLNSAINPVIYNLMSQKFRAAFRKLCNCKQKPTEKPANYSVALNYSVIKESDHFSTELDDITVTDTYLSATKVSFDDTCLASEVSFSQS
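TRHR-expressing cells loaded with fluo-8 calcium dye were read kinetically (ex 480/em 530) during compound addition, then stimulated with an EC20 of TRH (10 nM final). Enhancement of the Gq-mediated intracellular calcium response was scored.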
D1 antagonist = Antagonist of Human D 1 Dopamine Receptor: qHTS. activity change, negative = inhibition, % at 10 µM. HEK293 TREx D1 cells, calcium flux, dopamine EC80; hits give low values. actives 3.2% (n = 360,000). D(1A) dopamine receptor (Homo sapiens), P21728; in the data active = activity change below about -30%; also: % is scaled to controls: 0 for no effect and ±100 for the full control effect
Target sequence (P21728 whole entry, looked up): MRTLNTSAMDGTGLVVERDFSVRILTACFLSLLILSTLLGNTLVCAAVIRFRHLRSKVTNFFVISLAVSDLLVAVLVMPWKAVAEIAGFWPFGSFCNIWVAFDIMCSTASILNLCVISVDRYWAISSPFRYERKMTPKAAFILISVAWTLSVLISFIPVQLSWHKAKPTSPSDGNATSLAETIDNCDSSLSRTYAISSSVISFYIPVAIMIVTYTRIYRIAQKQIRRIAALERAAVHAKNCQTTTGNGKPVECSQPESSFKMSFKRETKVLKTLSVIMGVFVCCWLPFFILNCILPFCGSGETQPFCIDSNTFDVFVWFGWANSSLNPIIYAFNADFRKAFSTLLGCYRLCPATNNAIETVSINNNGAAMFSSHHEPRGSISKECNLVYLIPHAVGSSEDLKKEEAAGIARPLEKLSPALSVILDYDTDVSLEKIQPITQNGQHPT
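Calcium flux readout: force-coupled, inducible Hek293 Trex D1 line, cells induced overnight at 30 C with tetracycline, dye-loaded 30–90 min at RT. Antagonism scored against EC80 dopamine challenge given 180 s after compound.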
D2 antagonist = HTS Assay for Allosteric Antagonists of the Human D2 Dopamine Receptor: Primary Screen for Antagonists | D(2) dopamine receptor (Homo sapiens), P14416 | HEK293 TREx D2 cells, calcium flux, dopamine EC80 | inhibition, % at 10 µM | actives 2% (n = 340,000) | AID 485344, 2010; in the data active = inhibition above about 30%; also: 0% is about no effect
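Measurement of antagonist activity uses fluorescent calcium dye in inducible HEK293 T-REx D2 cells: 10 s baseline, compound addition with 180 s read, EC80 dopamine addition with a further 180 s read.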
D2 potentiator = HTS Assay for Positive Allosteric Modulators of the Human D2 Dopamine Receptor: Primary Screen for Potentiators; actives 0.34% (n = 340,000); potentiation, % at 10 µM; D(2) dopamine receptor (Homo sapiens), P14416; HEK293 T-REx D2, calcium flux, EC20 dopamine potentiation;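 active = potentiation over 3 SD above the plate norm, cut at about 30% in these data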; also: 0% is about no effect
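Potentiation of an EC20 dopamine calcium response measured kinetically over 180 s, after a preceding 180 s compound-only read flagging agonists. Cells: inducible Hek293 Trex D2 line, 4000/well, cultured overnight at 30 C before dye loading.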
TRHR ag = qHTS for Small Molecule Agonists and Allosteric Enhancers of Human TRH Receptor: Primary Screen for Agonists; TRHR cells, calcium flux fluo-8, FDSS agonist mode; actives 0.18% (n = 360,000); AID 493084, 2011; activation, % at 2 µM; Thyrotropin-releasing hormone receptor (Homo sapiens), P34981; also: 0% is about no effect
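Steps: seed TRHR cells overnight; add fluo-8 no-wash Ca dye, RT 30 min–1.5 h; record 10 s baseline; pin-transfer compounds; monitor fluorescence 1 cycle/s for the agonist window. Calcium increases flag candidate agonists.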
D2 agonist = HTS Assay for Allosteric Agonists of the Human D2 Dopamine Receptor: Primary Screen for Agonists; HEK293 T-REx D2 cells, calcium flux agonist mode; activation, % at 2 µM; AID 485358, 2010; actives 0.53% (n = 340,000);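 active = activation over 3 SD above normal in the single-dose calcium agonist read, cut at about 30% in these data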; also: 0% is about no effect
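Tetracycline-induced HEK293 Trex cells with D2 receptor force-coupled to calcium signaling, plated overnight at 30 C and loaded with no-wash calcium dye. Calcium flux read kinetically for 180 s after compound addition; responses flag agonists.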
D1 PAM = Potentiators of Human D1 Dopamine Receptor: qHTS; D(1A) dopamine receptor (Homo sapiens), P21728; potentiation, % at 10 µM; HEK293 TREx D1 cells, calcium flux, dopamine EC20 potentiation; actives 0.036% (n = 360,000); in the data active = potentiation above about 30%; also: 0% is about no effect
D1 agonist = Allosteric Agonists of the Human D1 Dopamine Receptor: qHTS; D(1A) dopamine receptor (Homo sapiens), P21728; HEK293 T-REx D1 cells, calcium flux, agonist mode; activation, % at 2 µM; actives 1% (n = 360,000); AID 504660, 2011; also: 0% is about no effect
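Tetracycline-induced HEK293 TREx D1 cells, force-coupled to calcium signalling, were dye-loaded with a no-wash calcium kit. Compound was pin-added after a 10 s baseline. Fluorescence was read kinetically at 1 cycle/s for 180 s, with calcium rises flagged as agonism.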
RXFP1 antagonist = qHTS Assay for Antagonists of the Relaxin Receptor RXFP1 | activity change, negative = inhibition, % at 57.5 µM | Relaxin receptor 1 (Homo sapiens), Q9HBX9 | HEK293-RXFP1, relaxin-stimulated cAMP HTRF, 30 min; hits give low values | actives 0.59% (n = 350,000);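 active = activity change of -60% or lower, but not beyond a set lower limit; inconclusive = change between -60% and -40%, or beyond the set limit; inactive = change above -40%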; also: % is scaled to controls: 0 for no effect and ±100 for the full control effect
Active calls of the source: *; ? = inconclusive; . = no result given. Rule as the data show it, unless noted: active = activation above about 30%; inactive = the rest.

SMILES	TRHR PAM	D1 antagonist	D2 antagonist	D2 potentiator	TRHR ag	D2 agonist	D1 PAM	D1 agonist	RXFP1 antagonist
CN1CCN(C(=O)CSc2nnc(COc3ccc(Cl)cc3)o2)CC1	1	-37*	-9	7	-1.9	-0.4	.	16	4
COc1ccc(N=C2S/C(=C\c3ccc(C)o3)C(=O)N2CC(C)C)cc1	-9	0	-1	5	0.4	1.0	-6	4	-4
CCn1cc(C(=O)Nn2cnnc2)c(=O)c2ccc(C)nc21	1	0	3	-3	0.4	-0.7	-1	3	-4
Cc1ccc(NC(=O)CSCc2cc(=O)n3cc(C)sc3n2)cc1	-2	9	9	-3	1.2	0.0	-3	1	-4
CC1(C(=O)NC(=S)N(CCC#N)c2ccccc2)CC1(Cl)Cl (stereo not drawn)	0	-19	-3	-1	-0.4	0.5	-2	1	-4
Cc1cc(N2CCOCC2)nc2ccc(NC(=O)CCC(=O)N3CCN(c4cccc(C(F)(F)F)c4)CC3)cc12	0	-1	7	27	-1.9	-1.9	10	1	-12
Clc1cccc(-c2nc3nc4ccccc4nc3n2Cc2ccccc2)c1	-4	1	-2	-5	-0.3	-0.5	2	1	-16
CCc1cc(-c2[nH]ncc2-c2ccc([N+](=O)[O-])cc2)c(O)cc1OC	3	5	11	6	0.6	0.6	-11	1	-21
CC(C)NC(=O)C(c1ccc(F)cc1)N(C(=O)CCC(=O)Nc1ccccn1)C1CCCCC1 (stereo not drawn)	-4	4	4	0	1.6	0.9	-16	2	12
CCCn1c(SCC(=O)Nc2ccccc2C(=O)NC2CC2)n[nH]c1=O	2	0	1	11	1.9	0.4	-1	0	-2
O=Cc1cn(-c2ccccc2)nc1-c1cc2ccccc2oc1=O	3	-5	-8	-12	0.1	-0.1	-3	-2	-8
C/C(=N/N=C1/NC(=O)CC(C(=O)O)S1)c1ccccc1 (stereo not drawn)	3	-3	-14	5	-0.9	-2.4	0	2	-4
CC(C)(C)c1nc(C(C)(C)C)c(Br)c(=O)[nH]1	3	-1	2	7	0.1	0.0	-4	5	1
COc1ccc(N(CC(=O)NCCSCc2ccccc2Cl)S(C)(=O)=O)cc1Cl	3	-24	-10	2	-0.2	-0.6	-6	1	5
O=C1CSc2ccccc2N1Cc1ccc(F)cc1	17	-6	-6	4	0.3	-1.9	-12	3	13
COc1ccc(C(=O)n2nc(C#N)c(C#N)c2N)cc1	7	5	-3	7	-0.1	-0.1	-5	1	-2
CC/C(=N\Nc1ccccc1[N+](=O)[O-])c1ccc(O)cc1	2	-6	10	27	-0.8	0.4	-7	2	5
CCc1ccccc1NC(=O)CCC(=O)Nc1nnc(C(C)C)s1	7	0	10	1	-1.6	-1.0	2	2	-18
O=C(CSc1nccn1-c1ccc(Cl)cc1)N1CCCc2ccccc21	-3	12	5	-9	1.0	-0.6	-6	5	-9
O=C(Nc1ccccc1)N1CCN(c2ccc(F)cc2)CC1	-3	-7	-2	-16	0.7	0.7	-3	-1	-11
CCCCOc1ccc(C(=O)N/C(=C/C=C/c2ccccc2)C(=O)O)cc1	-1	-4	.	.	29	.	8	2	8
CCC(C)(C)NC(=O)C(c1ccccc1F)N(C(=O)c1ccn[nH]1)c1ccccc1 (stereo not drawn)	-4	22	-9	-8	0.4	-0.2	-3	-1	-9
O=C(COc1ccc(Cl)cc1)N1CCN(C(=O)c2ccccc2F)CC1	9	-9	2	1	-0.1	0.2	-3	1	-1
Cc1nc(OCC(C)C)c2sc3nc4c(cc3c2n1)COC(C)(C)C4	1	7	-13	10	0.7	0.0	0	2	-103*
CCN(C(=O)CSc1nnc(-c2ccc(OC(F)F)cc2)n1N)C1CCS(=O)(=O)C1 (stereo not drawn)	-3	14	11	-2	0.1	1.4	4	-2	2
COc1ccccc1CNC(=O)c1ccccc1N	5	3	22	18	0.8	0.3	-3	0	10
O=C(Cn1cc2c(n1)CCCC2)NCc1ccccn1	13	9	-16	-1	0.3	2.0	5	-2	.
CC(C)NC(=O)CCCc1c[nH]c2ccccc12	33*	-13	-15	13	-0.5	-3.7	-5	3	-1
Cc1ccc(F)cc1NC(=O)N1CCNC(=O)C1CC(=O)Nc1cc(Cl)ccc1Cl (stereo not drawn)	-6	-2	.	.	0.5	.	-2	3	-5
CCC(c1ccccc1)c1nc(-c2ccccn2)no1 (stereo not drawn)	7	22	-17	10	0.5	-1.0	-2	6	-4
O=C(c1ccc2c3c(cccc13)CC2)N1CCOCC1	7	5	-12	4	0.0	-0.8	-2	3	5
CC1=C(C(=O)Nc2ccccc2F)C(c2ccsc2)C2=C(CC(c3ccccc3)CC2=O)N1 (stereo not drawn)	-2	-3	-10	23	-0.2	0.2	-2	1	-12
Cc1cc(OCCn2cnc3ccccc3c2=O)cc(C(C)C)c1	-4	25	7	-8	0.6	1.2	0	15	-26
CCOC(=O)c1c(C)oc2nc(C)nc(N3CCN(c4ccc(C)cc4C)CC3)c12	-12	-2	.	3	-1.1	-0.2	-3	4	-1
O=C(CCN1CCC(c2cccs2)=N1)c1cccs1	-8	6	-4	-4	2.0	1.5	-6	4	5
CCOc1ccc(/C(C)=N/NC(=O)c2nnn(-c3nonc3N)c2-c2cccs2)cc1	12	107	2	6	3.2	9.8	41*	115*	-10

Quoted at random: 3 compounds from above, in no set order.
SMILES	TRHR PAM	D1 antagonist	D2 antagonist	D2 potentiator	TRHR ag	D2 agonist	D1 PAM	D1 agonist	RXFP1 antagonist
CC(C)NC(=O)CCCc1c[nH]c2ccccc12	33*	-13	-15	13	-0.5	-3.7	-5	3	-1
O=C(Cn1cc2c(n1)CCCC2)NCc1ccccn1	13	9	-16	-1	0.3	2.0	5	-2	.
O=C(c1ccc2c3c(cccc13)CC2)N1CCOCC1	7	5	-12	4	0.0	-0.8	-2	3	5

The listing picks up with the 2 entries that preceded the break.
SMILES	TRHR PAM	D1 antagonist	D2 antagonist	D2 potentiator	TRHR ag	D2 agonist	D1 PAM	D1 agonist	RXFP1 antagonist
O=C(CCN1CCC(c2cccs2)=N1)c1cccs1	-8	6	-4	-4	2.0	1.5	-6	4	5
CCOc1ccc(/C(C)=N/NC(=O)c2nnn(-c3nonc3N)c2-c2cccs2)cc1	12	107	2	6	3.2	9.8	41*	115*	-10
CC(=O)Nc1ccc(C2(O)COc3ccccc3O2)cc1 (stereo not drawn)	-1	-2	-7	-6	-0.4	-1.1	-3	3	4
COc1ccc(COc2ccccc2C(=O)Nc2ccccn2)cc1[N+](=O)[O-]	-1	4	.	.	-1.1	.	-3	1	4
COc1ccccc1/C=C/C=N/N1CCN(c2ccccn2)CC1	-3	4	-1	9	1.9	18	1	0	-16
O=C(NCc1ccccc1)c1ccc(NS(=O)(=O)c2cccs2)cc1	3	-5	8	-12	-0.1	-0.3	.	16	25
O=C(NCCc1ccc(Cl)cc1)c1ccc2c(c1)N(Cc1cccc(Cl)c1)C(=O)c1ccccc1S2(=O)=O	-2	11	.	-6	1.1	.	-2	9	-2
CN(/N=C/c1ccc(Cl)cc1)c1ncc(Cl)cc1C(F)(F)F	-3	6	15	10	1.7	0.9	3	6	-16
CN1CCN(C(=S)c2ccc(Cl)cc2)CC1	-4	3	23	-17	-0.4	-0.1	5	1	-3
COc1ccccc1-c1c(C)nn2c(N3CCC(C)CC3)cc(C)nc12	-9	-3	12	5	-0.1	0.4	0	1	-14
COc1cc(CN(C)C(C)C(=O)Nc2ccc([N+](=O)[O-])cc2Cl)ccc1OC(F)F (stereo not drawn)	-3	-12	-3	-2	0.3	0.9	-3	3	-1
O=[N+]([O-])c1ccccc1/C=C/C=N/n1c(-c2cc(-c3ccccc3)n[nH]2)n[nH]c1=S	-8	6	-29	-2	-0.2	-0.3	-2	0	-69*
O=C(CC(Nc1cccc(Cl)c1Cl)C(=O)OCC(=O)c1cccs1)c1ccccc1 (stereo not drawn)	-4	-21	1	10	-0.5	1.4	-4	6	-5
CC(NC(=O)c1c(O)c2ccccc2[nH]c1=O)c1ccccc1 (stereo not drawn)	10	0	-5	-9	0.7	0.7	-1	1	-18
Cc1cccc(C)c1OCCCCN1CCNCC1	-2	-5	.	.	-1.0	.	1	8	-5
COc1ccccc1NC(=O)CC(=O)CSc1nnc(-c2ccc(C)cc2)n1-c1ccccc1	10	-3	-39	1	0.2	-4.8	-2	2	?
COC(=O)c1ccc(C(=O)OC)c(NC(=O)c2cc3nc(-c4ccc(C)cc4)cc(C(F)(F)F)n3n2)c1	-2	19	.	5	2.4	-0.7	-4	0	-7
O=C(Nc1ccc([N+](=O)[O-])cc1)c1cccc(S(=O)(=O)Nc2ccccn2)c1	19	0	-16	8	0.4	-0.4	-4	1	-6
NC(=O)NC(=O)CSc1nc(-c2ccccc2)c(-c2ccccc2)n1CC1CCCO1 (stereo not drawn)	4	3	3	4	-0.1	-0.7	5	0	-6
Cc1ccc(OCc2cc(C(=O)N(C)CC3CCOCC3)no2)cc1C	2	2	6	4	-0.2	-1.2	-8	56*	-3
Cc1cccc(N2C(=O)CSC2c2cccnc2)c1 (stereo not drawn)	-8	1	6	-5	0.3	-1.3	4	2	-13
O=C(O)Cc1c(C(=O)O)[nH]c2ccc(C(=O)O)cc12	-3	-2	.	.	-0.1	.	-1	2	-7
COc1ccccc1NC(=O)Cn1c(=O)n(CC(=O)NCc2ccccc2Cl)c(=O)c2sccc21	-3	7	.	10	0.1	0.3	0	3	-6
CN(C)S(=O)(=O)Nc1cccc(NC(=O)CC23CC4CC(CC(C4)C2)C3)c1	8	-4	-15	0	1.4	2.2	-5	1	-7
O=C(NCc1ccccc1F)C1CCCN1C(=O)Nc1cccc(F)c1 (stereo not drawn)	1	-4	11	-1	0.6	0.5	1	6	2
O=C(NCC1CCCO1)c1ccccc1OCc1ccc(Cl)cc1 (stereo not drawn)	-11	-4	1	4	0.4	-0.9	-4	3	1
Cc1ccc(C(c2nnnn2C2CCCCC2)N(C)C2CCCCC2)cc1 (stereo not drawn)	2	-2	-14	6	0.7	-0.7	2	0	-4
CCOC(=O)C1CCN(c2ccc([N+](=O)[O-])c(C(C)=O)c2)CC1	4	-16	.	.	0.2	.	5	9	-4
